Screening data from PubChem BioAssay.
Pol beta inh = qHTS Assay for Inhibitors of DNA Polymerase Beta; P06746; Pol beta primer extension/strand displacement, fluorescence kinetic; Potency, µM (titrated, usually from 114 µM), without a hit: at the top dose activity change, negative = inhibition, most hits filed as inhibitors; 340,000 tested, 1.3% active; AID 485314, 2010; also: % is scaled to controls: 0 for no effect and ±100 for the full control effect
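Enzyme-only controls used 10 nM Pol beta; buffer lacking enzyme served as negative control. Compound preincubated 15 min, then 50 nM substrate added; 0 and 10 min reads at room temperature.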
POLK inh = qHTS for Inhibitors of Polymerase Kappa; DNA polymerase kappa (Homo sapiens), Q9UBT6; purified Pol kappa, fluorescent DNA synthesis assay, 10 min; 400,000 tested, 0.53% active; Potency, µM (doses to about 107 µM), for inactives: top-dose activity, negative = inhibition, hits mostly inhibitors; AID 588579, 2011; also: % is scaled to controls: 0 for no effect and ±100 for the full control effect
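50 nM final substrate added after 15 min RT preincubation of 10 nM Pol kappa with compound; fluorescence read at 0 and 10 min.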
BAZ2B block = qHTS Assay for Inhibitors of BAZ2B; AlphaScreen BAZ2B-H3K14Ac peptide displacement; Bromodomain adjacent to zinc finger domain protein 2B (Homo sapiens), Q9UIF8; Potency, µM (highest dose often 114 µM), for the others: top-dose activity change, negative = inhibition, usual class: inhibitors; 360,000 tested, 4.4% active; also: % is scaled to controls: 0 for no effect and ±100 for the full control effect; nearly all actives have a fitted effect of over 60% in size
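AlphaScreen displacement of biotin-H3(5-23)K14Ac peptide (50 nM final) from BAZ2B (50 nM final) in PBS pH 7.4, 0.01% Tween-20; complex preformed 30 min RT, then compounds (top 110 uM) 30 min RT, beads 20 min dark.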
APEX1 inh = qHTS Assay for Inhibitors of the Human Apurinic/apyrimidinic Endonuclease 1 (APE1) | DNA repair nuclease/redox regulator APEX1 (Homo sapiens), P27695 | recombinant APE1, TAMRA/BHQ-2 abasic DNA cleavage fluorescence | Potency, µM (series often up to 65.8 µM), inactives show at the highest dose activity change, negative = inhibition, usual class: inhibitors | 350,000 tested, 0.35% active | AID 2517, 2012;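 also: plate controls were vehicle for no effect and reference inhibitor for full effect; nearly all actives have a fitted effect of over 55% in size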
Target sequence (P27695 whole entry, looked up): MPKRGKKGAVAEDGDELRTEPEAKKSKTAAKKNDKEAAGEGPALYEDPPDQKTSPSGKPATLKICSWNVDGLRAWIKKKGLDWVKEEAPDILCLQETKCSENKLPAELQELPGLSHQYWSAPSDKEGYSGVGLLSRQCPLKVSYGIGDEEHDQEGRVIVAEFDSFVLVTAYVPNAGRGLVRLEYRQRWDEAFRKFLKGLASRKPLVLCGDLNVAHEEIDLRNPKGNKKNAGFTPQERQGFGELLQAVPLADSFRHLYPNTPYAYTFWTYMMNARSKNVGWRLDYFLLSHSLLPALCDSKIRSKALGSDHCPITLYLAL
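Enzyme (0.75 nM final) and test compound are incubated 15 min at room temperature before adding 50 nM quenched THF abasic-site duplex. Cleavage dequenches TAMRA, followed at 525/598 nm over three reads one minute apart.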
BLM helicase inh = qHTS Assay for Inhibitors of Bloom's syndrome helicase (BLM). 350,000 tested, 0.2% active. Potency, µM (series often up to 56.1 µM), for inactives: at the highest dose activity change, negative = inhibition, actives largely listed as inhibitors. AID 2528, 2010. recombinant BLM DNA unwinding, fluorescence dequenching;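 also: plate controls were vehicle for no effect and no enzyme for full effect; nearly all actives have a fitted effect of over 35% in size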
POLH inh = qHTS for Inhibitors of Polymerase Eta | DNA polymerase eta (Homo sapiens), Q9Y253 | recombinant Pol eta, fluorescent DNA replication assay | Potency, µM (titrated, usually from 114 µM), for the others: at the top dose activity change, negative = inhibition, hits mostly inhibitors | 390,000 tested, 1.2% active | AID 588591, 2011; also: % is scaled to controls: 0 for no effect and ±100 for the full control effect
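Fluorescent replication assay: 50 nM final substrate added after a 15 min room-temperature compound preincubation with 10 nM enzyme. Signal taken at 0 min and again at 10 min.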
JMJD2A Tudor inh = qHTS Assay for Inhibitors of JMJD2A-Tudor Domain; Lysine-specific demethylase 4A (Homo sapiens), O75164; AlphaScreen JMJD2A-Tudor / H3K4me3 peptide binding; Potency, µM (highest dose often 114 µM), without a hit: at the highest dose activity change, negative = inhibition, most hits filed as inhibitors; 390,000 tested, 4.4% active; also: % is scaled to controls: 0 for no effect and ±100 for the full control effect; nearly all actives have a fitted effect of over 50% in size
G9a inh = qHTS Assay for Inhibitors of Histone Lysine Methyltransferase G9a | Histone-lysine N-methyltransferase EHMT2 (Homo sapiens), Q96KQ7 | G9a H3K9 monomethylation, AlphaScreen, 2 h | Potency, µM (doses to about 102 µM), inactives show top-dose activity, negative = inhibition, hits mostly inhibitors | 350,000 tested, 8.8% active | AID 504332, 2011; also: % is scaled to controls: 0 for no effect and ±100 for the full control effect; nearly all actives have a fitted effect of over 75% in size
Target sequence (Q96KQ7 913-1193 limits assumed): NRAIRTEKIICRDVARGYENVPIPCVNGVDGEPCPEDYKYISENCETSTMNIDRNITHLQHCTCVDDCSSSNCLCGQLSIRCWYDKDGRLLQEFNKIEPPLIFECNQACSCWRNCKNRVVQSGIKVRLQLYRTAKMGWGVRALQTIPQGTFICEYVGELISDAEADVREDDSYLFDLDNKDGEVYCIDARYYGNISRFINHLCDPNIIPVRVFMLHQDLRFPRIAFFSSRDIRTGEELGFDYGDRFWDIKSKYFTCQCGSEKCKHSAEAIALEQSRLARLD
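Readings reflect AlphaScreen signal from monomethyl-H3K9 antibody detection. HMT at 20 nM; substrate b-H3K9 500 nM; cofactor SAM 20 uM; 2 h RT reaction; compounds tested as titrations in qHTS with 15 min preincubation.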
Pol iota inh = qHTS for Inhibitors of Polymerase Iota | DNA polymerase iota (Homo sapiens), Q9UNA4 | AID 588590, 2011 | Potency, µM (top dose mostly 115 µM), without a hit: at the highest dose activity, negative = inhibition, hits mostly inhibitors | Pol iota fluorescent replication assay, 10 min | 390,000 tested, 1% active
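Fluorescent replication assay read twice, at 0 min and 10 min after adding 50 nM (final) substrate. Enzyme (10 nM) and compounds were first incubated 15 min at room temperature; enzyme-free buffer wells were negative controls.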
Active calls of the source: *; ? = inconclusive; nt = no result given; & = joins results of further samples; [ ] = remark or other dose. Calls follow the shape of the dose curve; as a rule, active = well fitted curve in the direction sought with a large enough effect; inconclusive = small, poorly fitted or top-dose-only effect, or another doubt; inactive = no such curve, though single readings can be large; an effect the other way counts as inactive or inconclusive. Potency is read from the fitted curve at half-maximal effect. Not all compounds are listed; the hit share may differ from the screen's.

SMILES	Pol beta inh	POLK inh	BAZ2B block	APEX1 inh	BLM helicase inh	POLH inh	JMJD2A Tudor inh	G9a inh	Pol iota inh
Cc1cnc(C(=O)N2CCCC(C(=O)c3cccc(OC(C)C)c3)C2)cn1 (stereo unspecified)	-9%	-15%	-4%	3%	-5%	-2%	-2%	-6%	-4%
COC(=O)[C@H]1C[C@@H]1[C@H](NC(=O)c1ccccc1)c1ccccc1	-19%	12%	-11%	-1%&11%	1%&3%	-7%	1%	-11%	2%
CCn1c(N)c(C(=O)N2CCOCC2)sc1=S	17%	2%	-9%	-3%	1%	6%	-25%	10µM*	13%
O=C(CSc1nnc(-c2ccccc2)n1Cc1ccco1)Nc1ccc2c(c1)OCCO2	-8%	-8%	-38%	-4%	-9%	6%	-31%	40µM*	15%
COc1ccc(N2CCN(C(c3ccccc3)c3sc4nc(C)nn4c3O)CC2)cc1 (stereo unspecified)	3%	1%	?	-1%	-10%	-17%	?	?	-22%
CN(CCC(=O)c1ccccc1)CCC(=O)c1ccccc1	0%	1%	5%	45%	-2%	-13%	-11%	32µM*	41%[activator]
Cn1cccc1-c1cc2n(n1)CCC(=O)N2CCCC(=O)NCc1cccc(Cl)c1	-24%	-7%[60.1 µM]	?	nt	2%	-16%	-34%	?	3%
O=C(CCC(=O)c1cccs1)Nc1ccccc1F	11%	-12%	8%	2%	-1%	6%	-7%	15%[59 µM]	-7%
Cc1csc(=O)n1CCC(=O)OCC(=O)Nc1ccc(F)c(F)c1F	nt	-12%	-4%	-7%	nt	-14%	-8%	-8%	-5%
O=Cc1ccccc1-n1cccn1	15%	-7%	0%	-5%	-3%	-4%	-3%	1%	61%[activator]
COc1cccc(C(=O)Nc2ccccc2C(=O)OCc2cc(=O)n3nc(C)sc3n2)c1	23%	-4%[60.1 µM]	-9%	nt	-1%	-6%	8%	3%[12.7 µM]	6%
Cc1ccc(C(=O)Nc2nc3ccc(S(C)(=O)=O)cc3s2)o1	0%	-2%	11%	2%	7%	5%	-5%	?	35%[activator]
CCCCN1C(=O)C(C)=C(C)C1OCCc1ccc(OC)c(OC)c1 (stereo unspecified)	16%	-3%	13%	16%	-1%	3%	-3%	-12%[0.501 µM]	9%
CCOP(=O)(OCC)c1nc(-c2ccc(Cl)cc2Cl)oc1N1CCCCC1	-21%	-5%	-20%	-6%	-7%	-16%	-3%	?	78%[activator]
C/C(Cc1ccccc1)=N\NC(=O)CNC(=O)c1cccc(F)c1	44%	-8%	-16%	-12%	-2%	4%	-16%	5%	-1%
NC(=O)c1ccc(NC(=O)CCC(=O)N2CCN(S(=O)(=O)c3ccc(Cl)cc3)CC2)cc1	16%	11%	24%	-6%	0%	-14%	3%	73%[activator][59 µM]	3%
CC[C@@]1(C(=O)OC)N[C@H](CN(C)C(=O)COC)[C@@H]2C(=O)N(C)C(=O)[C@@H]21	nt	10%	nt	25%	nt	-7%	-3%	nt	-20%
Nc1ccccc1Sc1nc2ccccc2[nH]1	8%	-9%	40µM*	7%	-1%	-4%	28µM*	7.1µM*	133%[activator]
O=C(CN1C(=O)NC2(CCCCCCC2)C1=O)Nc1ccc(Br)cc1	nt	-4%	-3%	5%	nt	-10%	-12%	-32%[2.33 µM]	0%
Cc1ccc(-n2nc3c(=O)n(CC(=O)NCCc4cccs4)nc(C)c3c2C)cc1	-1%	-20%	-3%	44%	1%	-20%	-18%	15%	18%
CCCCC(=O)Nc1ccc(C(=O)NNC(=O)c2ccc(C)c(Br)c2)cc1	?	?	-35%	25µM*	-13%	-8%	56µM*	?	?
CN(C)S(=O)(=O)c1cccc(C(=O)NCC2(N3CCOCC3)CCCCC2)c1	-4%	6%	2%	2%	0%	-15%	7%	29%[59 µM]	47%[activator]
Cc1cccc(OC(C)C(=O)N/N=C\c2ccncc2)c1 (stereo unspecified)	4%	2%	4%	-6%	-4%	-5%	-1%	21%	36%[activator]
O=S(=O)(O)c1nc2ccccc2n1Cc1ccccc1	32%	0%	-34%	-1%	-1%	-13%	-3%	?	-2%
CN(Cc1ccccc1)c1ccc(S(=O)(=O)N2CCC(C(=O)O)CC2)cc1[N+](=O)[O-]	0%	-12%	-32%	-4%	-2%	-2%	-13%	-43%	-3%
COCCOC(=O)c1c(C)n(C)c2ccc(OC(=O)c3c(OC)cccc3OC)cc12	1%	0%	-27%	49%[activator]	-3%	-10%	-19%	8.9µM*	-1%
Cc1ccc(C(=O)NCC(=O)Nc2ccc3c(c2)CCC3)cc1	nt	-8%	nt	9%	nt	-12%	-18%	nt	-7%
CC[C@]12c3[nH]c4cc(-c5ccco5)ccc4c3CCN1C(=O)[C@@H](CC(=O)NCCCOC)C[C@@H]2C(=O)N1CCN(C(=O)C2CC2)CC1	nt	-3%	nt	9%	nt	-8%	-30%	nt	11%
CCC(=O)N1CCc2cc(S(=O)(=O)NCCN3CCCCC3CC)ccc21 (stereo unspecified)	-1%	2%	-2%	23%	0%	-5%	-13%	-21%[59 µM]	-11%
C=CCOc1cccc(C2/C(=C(/O)c3ccc(C)cc3)C(=O)C(=O)N2CCN2CCOCC2)c1 (stereo unspecified)	53%	-1%	-8%	8%	1%	-8%	1%	?	0%

Four records picked at random from the list so far, as already listed:
SMILES	Pol beta inh	POLK inh	BAZ2B block	APEX1 inh	BLM helicase inh	POLH inh	JMJD2A Tudor inh	G9a inh	Pol iota inh
CCCCC(=O)Nc1ccc(C(=O)NNC(=O)c2ccc(C)c(Br)c2)cc1	?	?	-35%	25µM*	-13%	-8%	56µM*	?	?
NC(=O)c1ccc(NC(=O)CCC(=O)N2CCN(S(=O)(=O)c3ccc(Cl)cc3)CC2)cc1	16%	11%	24%	-6%	0%	-14%	3%	73%[activator][59 µM]	3%
Cc1ccc(C(=O)NCC(=O)Nc2ccc3c(c2)CCC3)cc1	nt	-8%	nt	9%	nt	-12%	-18%	nt	-7%
CCC(=O)N1CCc2cc(S(=O)(=O)NCCN3CCCCC3CC)ccc21 (stereo unspecified)	-1%	2%	-2%	23%	0%	-5%	-13%	-21%[59 µM]	-11%

Next section
SMILES	Pol beta inh	POLK inh	BAZ2B block	APEX1 inh	BLM helicase inh	POLH inh	JMJD2A Tudor inh	G9a inh	Pol iota inh
O=S(=O)(NNc1ncc(C(F)(F)F)cc1Cl)c1ccc(F)cc1F	nt	-18%	nt	8%	nt	-12%	?	nt	26%
CC(=O)Nc1nc(-c2ccc3c(c2)CC(C)N3C(=O)C2CC2)c(C)s1 (stereo unspecified)	33%	-10%	?	-17%	-9%	-16%	-32%	25µM*	42%[activator]
Nc1ccc2[nH]c(=S)sc2c1	nt	-38%	nt	nt	nt	22µM*	3.5µM*	nt	?
Nc1ccncc1N	nt	-21%	-7%	21%	4%	-22%	-16%	-34%[12.7 µM]	20%
COc1ccc(N(CC(=O)NCc2ccc(F)cc2)S(=O)(=O)c2c(C)noc2C)cc1	23%&2%	-4%&-9%	-15%	4%	0%&-3%	-23%&-26%	-25%&-3%	14%	34%&12%[activator]
Cc1occc1C(=O)NNC(=O)Nc1ccc(F)cc1F	0%[57.1 µM]	13%	-3%	5%	2%	-6%	-13%	-13%	14%
CN(Cc1ccccc1)C(=O)CN1C(=O)NC2(CCCC2)C1=O	nt	3%	4%	4%	nt	-9%	15%	-9%[12.7 µM]	18%
CN(C)c1ccc(C(=O)NNC(=O)Nc2ccccc2)cc1	24%	0%	-14%	4%	-3%	-8%	-6%	?	41%[activator]
COc1ccc(CNC(=O)CCn2nc(C)c3c(C)n(-c4ccccc4)nc3c2=O)c(OC)c1	5%&5%	0%&-7%	-14%[57.1 µM]	32%	2%&-1%	-6%&-9%	-4%&-30%	-7%	?
CCc1ccc(CCC(=O)Nc2ccc(C(C)=O)cc2)o1	-8%	-7%	?	2%	-8%	3%	-33%	-39%[59 µM]	-21%[58.9 µM]
O=C(COc1ccccc1)N(Cc1cccc(F)c1)C1CCS(=O)(=O)C1 (stereo unspecified)	14%	-16%	-1%	7%	1%	-12%	12%	-11%	?
N=c1sccn1CC(=O)NC(c1ccccc1)c1ccccc1	-16%	-7%	-20%	5%	0%	2%	-14%	4%	87%[activator]
CC(=O)Oc1cc(O)c2c(c1)OC(c1ccc(OC(C)=O)c(OC(C)=O)c1)C(OC(C)=O)C2=O (stereo unspecified)	-15%	-23%	0%	51%[activator]	-2%	3%	-14%	-42%	?
COc1ccccc1CN1CC(C(=O)NC2(c3ccccc3)CC2)CCC1=O (stereo unspecified)	20%	-6%	-2%	7%	-5%	1%	3%	nt	28%
CCc1nnc(NC(=O)CSc2nccn2Cc2ccccc2)s1	-13%	-10%[60.1 µM]	-10%	nt	-1%	4%	-28%	4%[59 µM]	?
C=CCNC(=O)c1onc(CSc2cc(C)ccc2C)c1C(=O)O	7%	-8%	-33%	4%	1%	-7%	-6%	29%[0.501 µM]	45%[activator]
CC(C)CC(=O)NC(NC(=S)Nc1cccc2cccnc12)C(Cl)(Cl)Cl (stereo unspecified)	4%	-12%	-1%	-1%	-5%	-17%	-7%	?	4%
CCOc1ccccc1N(C(=O)CNC(=O)c1ccco1)C(C(=O)NC1CCCC1)c1cccnc1 (stereo unspecified)	18%	-5%	1%	-6%	0%	10%	-4%	2%[59 µM]	0%
CC(=O)Nc1ccc(NC(=O)COC(=O)c2ccco2)cc1	-1%	-4%	-5%	9%	-1%	-9%	-14%	12%	-8%
COc1ccc(S(=O)(=O)N2CCC3(CC2)OCCN3S(=O)(=O)c2cccs2)cc1OC	nt	-2%	-15%	23%	nt	-24%	-6%	?	16%
C/C(=N\NC(=O)c1ccc(=O)[nH]n1)c1cccnc1	4%	-19%	-35%	-1%	-1%	-13%	-4%	?	-12%
COc1cc(/C=N/NC(=O)c2ccc(CSc3nc4ccccc4[nH]3)cc2)ccc1O	?	?	-22%	?	-10%	?	-6%[11.4 µM]	-36%	?
O=C(CSc1cn(Cc2cccc(F)c2)c2ccccc12)NCc1ccc(F)cc1	23%	3%	3%	20%	1%	-14%	-15%	?	23%
